# From PubChem BioAssay
# Mcl1 Bid PPI: Mcl-1/Bid binding inhibitors, primary screen, biochemical, TR-FRET, 1536-well. 220,000 compounds, 0.97% hits. Induced myeloid leukemia cell differentiation protein Mcl-1 (Homo sapiens), Q07820. inhibition, % at 21.7 µM. TR-FRET Mcl-1/Bid-Dy647 peptide binding;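 active = compounds that cut the binding signal by more than half at the single screening dose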;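 also: His-tagged Mcl-1 with europium anti-His antibody binding Bid BH3 peptide; 0% = Mcl-1 plus peptide wells and 100% = peptide-only wells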
# Target sequence (Q07820 whole entry, looked up): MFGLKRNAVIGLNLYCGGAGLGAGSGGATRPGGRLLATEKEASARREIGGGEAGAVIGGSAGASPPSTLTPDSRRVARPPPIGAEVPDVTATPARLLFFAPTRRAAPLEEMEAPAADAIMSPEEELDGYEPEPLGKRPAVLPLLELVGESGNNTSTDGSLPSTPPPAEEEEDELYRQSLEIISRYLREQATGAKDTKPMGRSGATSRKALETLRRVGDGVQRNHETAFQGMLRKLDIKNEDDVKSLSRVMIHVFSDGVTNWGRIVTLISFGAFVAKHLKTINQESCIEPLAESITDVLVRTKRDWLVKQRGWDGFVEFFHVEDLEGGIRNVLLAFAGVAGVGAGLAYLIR
# Pf gametocyte: late stage P. falciparum gametocyte viability inhibitors, primary screen, ATP luminescence, HTS | P. falciparum stage V gametocytes, 24 h | inhibition, % at 10.9 µM | 150,000 compounds, 0.065% hits;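 active = inhibition above the mean plus 3 SD of compounds within the control limits, set per campaign, cut at about 38% in these data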;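 also: 0% = DMSO wells and 100% = medium only without gametocytes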
# Rab7 wt modul: modulators of GTP binding to Rab7, primary screen, biochemical, wildtype, multiplex bead flow cytometry. GTP binding activity (percent of control), % at 10 µM. 190,000 compounds, 0.055% hits. Rab7 GTPase wild type (dog), Bodipy-FL-GTP binding. AID 758, 2007. GST-Rab7 beads, fluorescent GTP binding; actives lie on both sides; untreated = 100%, excess cold GTP = 0%;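 active = fluorescent GTP binding to Rab7 beads changed by at least 20 points from the 100% baseline, either direction, mostly lower; inconclusive = compound itself probably fluorescent, or too few beads counted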;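 also: median green fluorescence of bound Bodipy-FL-GTP per Rab7 bead population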
# Mcl1 Noxa PPI: Mcl-1/Noxa binding inhibitors, primary screen, biochemical, TR-FRET, 1536-well | Induced myeloid leukemia cell differentiation protein Mcl-1 (Homo sapiens), Q07820 | TR-FRET Mcl-1/Noxa peptide binding, 2 h | inhibition, % at 21.7 µM | 220,000 compounds, 1.5% hits | AID 1022, 2008;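 active = compounds that cut the protein-peptide binding signal by more than 50% relative to plate controls in a single-dose test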;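 also: His-tagged Mcl-1 with rhodamine Noxa BH3 peptide and terbium anti-His antibody; 0% = Mcl-1 plus Noxa peptide wells and 100% = peptide-only wells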
# Bim-Mcl-1: inhibitors of Bim peptide binding to Mcl-1, primary screen, biochemical, bead-based flow cytometry, multiplex; Induced myeloid leukemia cell differentiation protein Mcl-1 (Homo sapiens), Q07820; Bim peptide-Mcl-1 binding; inhibition, % at 10 µM; 190,000 compounds, 0.1% hits; AID 1009, 2008; in the data active = inhibition above about 40%;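 also: 0% = no compound tracer wells and 100% = peptide blocker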
# Rac1 act GTP bind: GTP binding modulators of activated mutant Rac1, primary screen, biochemical, bead-based flow cytometry, multiplex, fluorescent GTP; Ras-related C3 botulinum toxin substrate 1 (Homo sapiens), P63000; AID 764, 2007; GST-Rac1 activated beads; actives lie on both sides; 100% means binding = to untreated wells; 190,000 compounds, 0.11% hits; percent activity (GTP binding), % at 10 µM;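 active = GTP binding at least 20 percentage points away from the 100% baseline, in either direction, so actives lie on both sides; inconclusive = Compound likely fluorescent itself, or too few beads counted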
# HRas wt GTP: modulators of GTP binding to HRas wildtype, primary screen, biochemical, bead-based flow cytometry, multiplex; GST-Ras wt beads, Bodipy-FL-GTP binding; actives lie on both sides; GTP binding activity, % at 10 µM; 190,000 compounds, 0.14% hits;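 active = GTP binding activity at least 20% away from the 100% baseline, either lowered as inhibitor or raised as activator; inconclusive = flagged as likely green fluorescent, judged across all proteins in the well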;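 also: 0% = unlabeled GTP competition control and 100% = no-compound control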
# Target sequence (P01112 whole entry, looked up): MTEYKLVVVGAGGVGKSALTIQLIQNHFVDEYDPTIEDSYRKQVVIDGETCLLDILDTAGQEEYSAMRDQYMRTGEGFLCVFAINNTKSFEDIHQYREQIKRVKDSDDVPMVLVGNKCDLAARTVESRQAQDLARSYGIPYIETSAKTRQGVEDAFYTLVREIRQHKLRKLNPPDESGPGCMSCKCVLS
# Rac1 wt modul: wildtype Rac1 GTP binding modulators, primary screen, biochemical, GST-Rac1 beads, flow cytometry, multiplex; Ras-related C3 botulinum toxin substrate 1 (Homo sapiens), P63000; fluorescent GTP binding; actives lie on both sides; 0 = cold GTP competed, 100 = untreated; GTP binding activity (% of control), % at 10 µM; 190,000 compounds, 0.27% hits;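 active = GTP binding activity at least 20 points away from the 100% control level, either lower or higher; inconclusive = compound flagged as likely green fluorescent, judged across all proteins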
# Avidin fluor: green autofluorescence of compounds with avidin beads – biophysical, 488/530 nm, flow cytometry, artefact control, profiling panel | compound fluorescence 488/530 nm; hits give high values | fluorescence (KMESF) at 10 µM | 220,000 compounds, 0.38% hits | AID 1775, 2009; in the data active = fluorescence above about 47; also: inactives centre near 10
# Rab2 wt GTP: modulators of GTP binding to Rab2A wildtype, primary screen, biochemical, dog, bead-based flow cytometry, multiplex; GTP binding activity, % at 10 µM; AID 760, 2007; GST-Rab2 wt beads, Bodipy-GTP binding; Ras-related protein Rab-2A (Canis lupus familiaris), P61105; 190,000 compounds, 0.19% hits;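 active = GTP binding activity at least 20 points away from 100%, either lowered or raised; inconclusive = signal likely due to the compound's own green fluorescence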;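 also: 0% = beads with excess unlabeled GTP and 100% = no-compound control corrected for plate trend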
# Cdc42 wt GTP: modulators of GTP binding to wildtype Cdc42, primary screen, biochemical, multiplex bead flow cytometry, Bodipy-GTP | GST-Cdc42 beads; actives lie on both sides | Cell division control protein 42 homolog (Homo sapiens), P60953 | percent activity (GTP binding), % at 10 µM | 190,000 compounds, 0.2% hits;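 active = percent activity GTP binding at least 20 points away from the 100% baseline, either down as inhibitor or up as activator; inconclusive = compound flagged as likely green fluorescent from well-wide comparison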;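 also: median bead fluorescence of bound Bodipy-FL-GTP at 100 nM; 0% = excess unlabeled GTP control and 100% = no compound control; below 100% means less GTP binding so inhibitor and above means activator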
# Target sequence (P60953 whole entry, looked up): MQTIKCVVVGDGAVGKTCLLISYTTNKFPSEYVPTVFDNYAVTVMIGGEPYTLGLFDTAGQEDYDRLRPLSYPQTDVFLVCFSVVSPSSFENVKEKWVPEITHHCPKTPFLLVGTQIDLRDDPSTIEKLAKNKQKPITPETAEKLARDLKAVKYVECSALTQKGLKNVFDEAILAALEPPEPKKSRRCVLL
# An asterisk follows results filed as active; u = inconclusive; x = no result given.
# Sample of the layout:
SMILES,Mcl1 Bid PPI,Pf gametocyte,Rab7 wt modul,Mcl1 Noxa PPI,Bim-Mcl-1,Rac1 act GTP bind,HRas wt GTP,Rac1 wt modul,Avidin fluor,Rab2 wt GTP,Cdc42 wt GTP
O=C(c1ccc(Cl)c(S(=O)(=O)N2CCCCCC2)c1)N1CCN(c2ccccn2)CC1,-48,x,106,-5,-1,103,107,107,10,106,102
N#Cc1ccccc1NC(=O)CNc1ccc(Cl)c(C(F)(F)F)c1,-9,x,101,-3,-8,97,99,102,20,100,101

# The listing, previewed entries included:
SMILES,Mcl1 Bid PPI,Pf gametocyte,Rab7 wt modul,Mcl1 Noxa PPI,Bim-Mcl-1,Rac1 act GTP bind,HRas wt GTP,Rac1 wt modul,Avidin fluor,Rab2 wt GTP,Cdc42 wt GTP
O=C(c1ccc(Cl)c(S(=O)(=O)N2CCCCCC2)c1)N1CCN(c2ccccn2)CC1,-48,x,106,-5,-1,103,107,107,10,106,102
N#Cc1ccccc1NC(=O)CNc1ccc(Cl)c(C(F)(F)F)c1,-9,x,101,-3,-8,97,99,102,20,100,101
CCOc1ccc(NC2C=CS(=O)(=O)C2)cc1 (centres undefined),-27,x,98,-14,-4,98,100,103,6,99,99
Cc1c(Nc2scc(-c3ccccc3)[n+]2-c2ccccc2)c(=O)n(-c2ccccc2)n1C,3,x,94,30,1,98,96,95,25,96,98
COc1ccc(C=NCCC2(O)CC(C)N(C)CC2C)cc1 (centres undefined),-10,x,103,-1,-5,101,103,113,33,100,107
CC(CCc1ccccc1)NC(=O)C1CCCN(c2nnc(-n3cccc3)s2)C1 (centres undefined),-10,x,101,4,-5,99,101,109,21,103,105
COc1ccc(N2CCN(CC(=O)Nc3sccc3C#N)CC2)cc1,-50,9,99,24,-2,100,101,100,7,100,96
COc1cccc(/C=C/C(=O)OCC(=O)c2cc(C)n(CC3CCCO3)c2C)c1OC (centres undefined),-40,x,93,15,-6,93,95,99,21,92,100
Cc1ccnc(NC(=S)NC(=O)/C=C/c2ccccc2)c1,-19,9,100,-9,1,96,99,102,10,96,99
CCOC(=O)c1c(NC(NC(C)=O)C(Cl)(Cl)Cl)sc(C(C)=O)c1C (centres undefined),-6,x,93,-4,3,95,97,97,4,96,95
Cc1ccccc1/C=N\NC(=O)c1ccccc1-n1cccc1,-27,8,100,8,0,97,103,101,10,105,101
Cc1ccc(-c2cc(C(=O)OCn3nnc4ccccc4c3=O)c3ccccc3n2)cc1,-4,x,100,-16,-2,99,98,105,13,97,102
O=C(CN1CCN(c2ccc(O)cc2)CC1)NC(c1ccccc1)c1ccccc1,-43,10,101,41,-5,101,104,105,6,102,100
COc1cc(C(c2c(C)[nH][nH]c2=O)c2c(C)[nH][nH]c2=O)ccc1OS(=O)(=O)c1ccccc1,-59,x,98,-38,-3,97,98,100,2,97,98
COCCN(CCOC)S(=O)(=O)c1ccc(C(=O)Nc2nnc(C3CC3)o2)cc1,0,x,101,3,-1,98,100,100,38,99,102
OCCCNCc1ccc(Cl)cc1Cl,-32,3,89,20,0,96,94,98,6,92,96
Cc1ccn2c(c1)nc(=S)n2C(=O)c1ccccc1,11,x,94,10,-9,98,98,100,3,98,99
COCCCNC(=O)CN1CCN(Cc2ccccc2Cl)C1=O,-23,x,105,-2,0,105,104,108,7,107,105
CC(=O)c1cccc(NC(=O)/C=C/c2ccc([N+](=O)[O-])s2)c1,-21,-2,102,-4,0,89,96,96,29,97,92
Cc1ccccc1CSCCNC(=O)c1ccc(N(C)S(=O)(=O)c2ccccc2)cc1,-33,x,98,7,-1,96,96,95,9,98,97
CCn1c(CNC(=O)c2ccccc2F)nnc1SCCOc1ccccc1,-20,2,101,1,-1,98,99,99,9,99,97
Cc1cc2ncn(C(=O)N3CCC(C)CC3)c2cc1C,-7,x,104,-17,-2,98,101,101,7,100,101
Cc1cccc(N2CCN(C(=O)C3CCN(S(=O)(=O)N4CCOCC4)CC3)CC2)c1C,-10,-17,98,4,2,93,99,97,7,97,92
Cn1cc(C(=O)N/N=C/C(Br)=C/c2ccccc2)ccc1=O,-39,11,97,18,0,97,98,104,7,98,101
N#Cc1cc(Sc2ccccn2)c(Sc2ccccn2)cc1C#N,-12,-3,102,-16,-4,98,100,98,12,102,97
# Further compounds
SMILES,Mcl1 Bid PPI,Pf gametocyte,Rab7 wt modul,Mcl1 Noxa PPI,Bim-Mcl-1,Rac1 act GTP bind,HRas wt GTP,Rac1 wt modul,Avidin fluor,Rab2 wt GTP,Cdc42 wt GTP
Cc1ccccc1NC1=NC(=S)N(c2ccccc2)C12CCOC(C)(C)C2 (centres undefined),-66,-17,99,-3,-5,97,100,99,10,100,102
Cc1cccc(NC(=S)N(Cc2cccs2)Cc2cc3cc(C)cc(C)c3[nH]c2=O)c1,-10,-30,100,-4,-5,98,101,105,4,99,101
COc1ccc(/C=N/Nc2cc(C)nc(NS(=O)(=O)c3ccc(C)cc3)n2)cc1,1,-20,97,26,-3,99,95,98,10,94,102
O=C(NCC1CCCO1)c1ccc(COc2ccccc2Br)cc1 (centres undefined),12,-19,101,35,-1,102,100,103,2,101,99
CCOC(=O)CSC1=N/C(=C\c2cccnc2)C(=O)N1c1ccc(OC)cc1,-11,25,95,-1,-3,101,98,102,3,98,101
CC(Sc1cnccn1)C(=O)O (centres undefined),-20,-3,94,19,0,95,95,96,8,95,96
CC(C)(C)NC(=O)NC(=O)CSc1nnc2ccccn12,-32,x,105,-36,-1,103,107,105,8,106,106
NC(=O)NC(=O)CC1S/C(=N/N=C2/NC(=O)CS2)NC1=O (centres undefined),-49,12,99,-39,0,97,97,97,10,97,98
COc1ccc(S(=O)(=O)Cc2ccc(C(=O)NCCc3ccc(S(N)(=O)=O)cc3)o2)cc1,-17,x,101,10,0,102,99,103,9,101,101
COP(=O)(OC)c1nc(-c2ccccc2)oc1NCc1ccccc1,-14,15,99,20,-2,98,99,97,1,96,95
CCN1CCN(c2nc(N)c([N+](=O)[O-])c(Nc3ccc(C)c(C)c3)n2)CC1,-2,4,101,19,-3,100,102,107,15,101,102
CSC1=NCCN1C(=O)c1c(-c2ccccc2Cl)noc1C,-3,x,97,-4,-4,99,103,104,9,101,99
O=C(CSc1nnc(-c2ccncc2)n1Cc1ccco1)c1ccc(Cl)cc1,-4,x,u,20,0,u,u,u,8,u,u
CN1CCN(c2nc3ccccc3nc2C(C#N)C(=O)OC2CCCCC2)CC1 (centres undefined),-43,8,103,28,0,99,101,101,13,100,99
COCCNC(=O)Cn1cc2c(n1)CCC(C)C2 (centres undefined),-21,x,99,10,2,101,101,104,8,101,103
COc1ccc(Br)cc1CNC(=O)C1CCN(S(=O)(=O)N2CCCCC2)CC1,2,x,99,8,-4,96,98,98,34,94,96
Cc1ccc(OCCCCN2CCCC(C)C2)c([N+](=O)[O-])c1 (centres undefined),19,21,108,47,-1,96,99,100,6,101,100
Cn1c(-c2ccc(F)cc2)cnc1SCC(=O)N1CCCCC1,-22,x,100,5,2,100,104,108,12,101,103
COC(=O)c1cc(Br)c(N)cc1OC,-2,15,94,13,0,94,96,99,7,94,96
COc1ccc(NC(=O)c2ccco2)c([N+](=O)[O-])c1,9,7,96,-7,-3,99,99,102,17,100,103
Cc1cc(C)n2nc(-c3cnn(C)c3C(F)(F)F)c(Cl)c2n1,-16,7,95,3,-1,97,97,96,26,99,96
CC(C)(C)NC(=O)Cn1c(=O)oc2cc(S(=O)(=O)N3CCc4ccccc43)ccc21,-13,x,105,-8,-4,103,105,108,7,105,105
Cc1cc(NCc2ccco2)nc(N2CCC(C(=O)NC3CCCCC3)CC2)n1,-32,1,103,6,1,98,99,101,11,97,98
N#Cc1ccccc1NC(=O)COC(=O)CSc1nc2ccccc2o1,-28,-11,98,-14,-5,99,98,100,10,98,98
Cc1ccc(-c2nc(CN(C)Cc3ccc4nccnc4c3)c(C)o2)s1,-46,5,92,18,-4,96,98,100,7,95,98
Cn1c(SCc2ccc(Br)cc2)nc2c(c1=O)SCC2,-60,10,94,1,2,94,96,100,6,96,93

# An excerpt from above in order of molecular weight, ascending.
SMILES,Mcl1 Bid PPI,Pf gametocyte,Rab7 wt modul,Mcl1 Noxa PPI,Bim-Mcl-1,Rac1 act GTP bind,HRas wt GTP,Rac1 wt modul,Avidin fluor,Rab2 wt GTP,Cdc42 wt GTP
Cc1ccc(OCCCCN2CCCC(C)C2)c([N+](=O)[O-])c1 (centres undefined),19,21,108,47,-1,96,99,100,6,101,100
CC(C)(C)NC(=O)NC(=O)CSc1nnc2ccccn12,-32,x,105,-36,-1,103,107,105,8,106,106
Cc1cc(C)n2nc(-c3cnn(C)c3C(F)(F)F)c(Cl)c2n1,-16,7,95,3,-1,97,97,96,26,99,96
O=C(NCC1CCCO1)c1ccc(COc2ccccc2Br)cc1 (centres undefined),12,-19,101,35,-1,102,100,103,2,101,99
CCOC(=O)CSC1=N/C(=C\c2cccnc2)C(=O)N1c1ccc(OC)cc1,-11,25,95,-1,-3,101,98,102,3,98,101
CCn1c(CNC(=O)c2ccccc2F)nnc1SCCOc1ccccc1,-20,2,101,1,-1,98,99,99,9,99,97
O=C(CN1CCN(c2ccc(O)cc2)CC1)NC(c1ccccc1)c1ccccc1,-43,10,101,41,-5,101,104,105,6,102,100
CC(CCc1ccccc1)NC(=O)C1CCCN(c2nnc(-n3cccc3)s2)C1 (centres undefined),-10,x,101,4,-5,99,101,109,21,103,105
COc1ccc(/C=N/Nc2cc(C)nc(NS(=O)(=O)c3ccc(C)cc3)n2)cc1,1,-20,97,26,-3,99,95,98,10,94,102
Cc1ccc(-c2cc(C(=O)OCn3nnc4ccccc4c3=O)c3ccccc3n2)cc1,-4,x,100,-16,-2,99,98,105,13,97,102
COc1cc(C(c2c(C)[nH][nH]c2=O)c2c(C)[nH][nH]c2=O)ccc1OS(=O)(=O)c1ccccc1,-59,x,98,-38,-3,97,98,100,2,97,98
